eLon inh: inhibits E. coli Lon protease. inhibition, % at 7.94 µM. P0A9M0. 360,000 compounds, 0.42% hits. purified E. coli Lon protease, fluorescence polarization; in the data active = inhibition above about 13%, passing the limit was not always enough;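 note: 0% = enzyme with probe and DMSO and 100% = no enzyme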
FAS TE block: blocks the thioesterase domain of human fatty acid synthase | 360,000 compounds, 0.67% hits | P49327 | recombinant FAS-TE, OMFH fluorogenic substrate, fluorescence endpoint | inhibition, % at 15 µM;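 active = compounds whose normalised, plate-corrected inhibition of enzyme fluorescence in the single-dose primary screen is 50% or more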;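 note: 0% = DMSO with enzyme and 100% = substrate without enzyme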
MT1-MMP act inh: inhibitors of human MT1-MMP activation; 360,000 compounds, 0.061% hits; GFP/RFP ratio change, % at 20 µM; HT1080 RFP-PRO-GFP cells, GFP/RFP ratio fluorescence, overnight; percent of plate control window, DMSO zero; P50281;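 active = GFP/RFP ratio change of at least 30% with cell ATP level not reduced by more than half and red fluorescence within 50% of control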; note: strong numbers were not always called active
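Material – HT1080 RFP-PRO-GFP cells · Control set – DMSO wells and RFP-L50D-GFP cells · Incubation – overnight cell settling, then overnight compound exposure, 37 °C, 5% CO2 · Compound dosing – single-point 20 µM compound, 1% DMSO · Read-out – GFP/RFP fluorescence ratio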
PABP1 MLLE inh: blocks PAM2 peptide binding to the PABP1 MLLE domain | P11940 | GST-MLLE / FITC-PAM2 fluorescence polarization | inhibition, % at 20 µM | 360,000 compounds, 0.36% hits | AID 588489; in the data active = inhibition above about 35%, passing the limit was not always enough;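 note: plate controls were DMSO wells with GST-MLLE for no effect and wells lacking GST-MLLE protein for full effect; some results filed as inactive read as strong as hits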
Target sequence (P11940 whole entry, looked up, the tested form may be a part): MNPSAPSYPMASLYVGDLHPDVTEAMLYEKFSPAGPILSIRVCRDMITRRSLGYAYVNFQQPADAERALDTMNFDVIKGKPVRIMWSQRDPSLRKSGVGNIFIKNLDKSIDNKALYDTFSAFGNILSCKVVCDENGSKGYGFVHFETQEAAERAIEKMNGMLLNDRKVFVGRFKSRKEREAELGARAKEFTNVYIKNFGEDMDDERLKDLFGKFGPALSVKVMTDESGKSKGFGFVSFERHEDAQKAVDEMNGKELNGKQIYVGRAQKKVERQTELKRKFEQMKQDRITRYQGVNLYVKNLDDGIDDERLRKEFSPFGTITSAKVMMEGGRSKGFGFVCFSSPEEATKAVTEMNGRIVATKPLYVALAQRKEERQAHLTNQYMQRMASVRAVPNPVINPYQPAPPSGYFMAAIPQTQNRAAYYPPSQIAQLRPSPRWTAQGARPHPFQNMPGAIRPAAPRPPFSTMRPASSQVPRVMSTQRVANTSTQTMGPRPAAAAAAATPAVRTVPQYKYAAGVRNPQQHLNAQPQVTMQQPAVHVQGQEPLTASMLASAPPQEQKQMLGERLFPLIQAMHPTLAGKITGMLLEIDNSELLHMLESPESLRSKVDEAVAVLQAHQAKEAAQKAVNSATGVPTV
SKN-1 inh: blocks SKN-1 activity in C. elegans; inhibition, % at 21.8 µM; C. elegans VP596 Pgst-4::GFP/RFP ratio, acrylamide-induced, 24 h; 360,000 compounds, 0.49% hits;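 active = interference check ratio from 0.5 to 1.5 plus GFP to RFP signal ratio inhibition reaching or exceeding a fixed threshold, cut at about 30% in these data, passing the limit was not always enough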; note: some compounds called inactive have numbers as strong as hits
TbMetRS inhib: blocks T. brucei methionyl-tRNA synthetase activity. purified T. brucei MetRS, ATP depletion, Kinase-Glo luminescence. inhibition, % at 11.9 µM. 360,000 compounds, 0.4% hits. AID 624268;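 active = inhibition above a per-plate cutoff of the control wells' mean inhibition plus 3 SD, cut at about 5.5% in these data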;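 note: 0% = DMSO wells median and 100% = median of wells with control inhibitor compound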
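assay system = parasite MetRS enzyme | timing = 15 min preincubation, 2 h reaction, all 25 °C | evaluation = percent inhibition relative to median high and low control wells | medium = HEPES buffer containing pyrophosphatase, BSA, spermine, DTT | compound = single dose, 11.9 µM final nominal, 0.9% final DMSO | detection = Kinase-Glo luminescence, ATP depletion format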
MsrA inh: inhibitors of bovine MsrA; purified bovine MsrA, absorbance read-out; inhibition, % at 15.5 µM; 360,000 compounds, 0.75% hits; AID 651718; in the data active = inhibition above about 4.5%;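 note: 0% = vehicle wells with enzyme and 100% = reference inhibitor wells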
NRP1-CendR mod: modulators of CendR peptide binding to human neuropilin-1 | O14786 | 360,000 compounds, 0.85% hits | FAM-RPARPAR peptide binding to NRP-1, fluorescence polarization | inhibition, % at 25 µM;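 active = inhibition or corrected inhibition above about 18%, plus a signal ratio from 0.5 to 1.5, limit read from the data, passing the limit was not always enough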; note: strong numbers were not always called active
bovine MsrA act: activates bovine MsrA enzyme; activation, % at 10.6 µM; 360,000 compounds, 0.3% hits; purified bovine MsrA, absorbance read-out; in the data active = activation above about 7.5%;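 note: 0% = vehicle and 100% = reference activator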
* marks the source's active call; other numbers are inactive results; / = not tested or not shown. Hits appear at their usual frequency (roughly 4% active in at least one column).

SMILES	eLon inh	FAS TE block	MT1-MMP act inh	PABP1 MLLE inh	SKN-1 inh	TbMetRS inhib	MsrA inh	NRP1-CendR mod	bovine MsrA act
CN(Cc1nccs1)C(=O)CC1C(=O)NCCN1Cc1ccc(-c2ccccc2)cc1 (stereo not given)	3	-6	2	-3	-14	-1.5	0.4	-6	-7
CCc1csc(CNC(=O)C2CCC(=O)N(Cc3cccc(OC)c3)C2)n1 (stereo not given)	-7	-8	4	5	0	-0.3	0.1	1	0
CCN(CC)S(=O)(=O)c1ccc(N2CCOCC2)c(NC(=O)CC2OC(=O)c3ccccc32)c1 (stereo not given)	1	0	-5	-6	9	-0.4	-1.7	-9	0
Cc1[nH]n(-c2ccccc2)c(=O)c1/C=N/c1ccccn1	2	-1	2	11	51*	-1.1	0.8	3	-5
CCOC(=O)C1CCN(C(=O)C(C)Sc2nnc3ccccn23)CC1 (stereo not given)	-10	-2	-3	-50	6	-0.2	0.1	-7	0
O=C(COC(=O)COc1ccc(Cl)cc1Cl)NC1CCCCCC1	13	-7	2	-11	-15	-0.2	-0.4	0	-4
COc1ccc(C(=O)CC(=O)C(=O)Nc2ccc(Cl)cc2)cc1	2	4	-5	1	24	-1.1	0.8	5	-3
COc1ccc(CCN(C)CCCC(C#N)(c2cc(OC)c(OC)c(OC)c2)C(C)C)cc1OC (stereo not given)	-3	-6	-1	-4	0	-0.5	-0.7	-16	2
CC1(C)OC2OC3C(CN)OC(c4ccccc4)OC3C2O1 (stereo not given)	5	-8	-5	11	-5	-0.4	0.3	3	-5
Cc1ccccc1Cn1ccc(NC(=O)c2cnn3c2NC(c2ccccc2)CC3C(F)(F)F)n1 (stereo not given)	22*	31	-21	-15	12	-0.6	-1.3	-1	5
CC(=O)N1CCN(C(C)=O)c2ccccc21	9	-3	3	-9	2	-0.2	-0.3	-7	-2
CCOC(=O)C1(C)NC(c2ccc(OC)c(OC)c2)C2C(=O)N(c3cccc(C(C)=O)c3)C(=O)C21 (stereo not given)	-1	-6	0	-5	4	-0.3	0.9	-3	-6
CCC(C)NC(=O)C1CCN(S(=O)(=O)c2cccc3cccnc23)CC1 (stereo not given)	9	-6	-4	16	1	-0.4	-0.5	-7	-7
COc1cc(C(C)=O)ccc1OCC(=O)c1cc(C)n(C2CC2)c1C	-11	-2	4	-2	5	-0.6	2.1	8	-6
O=C(NCC1CCCN(Cc2ccc3nonc3c2)C1)c1ccc(F)cc1 (stereo not given)	-2	-6	-3	1	-5	0.6	-1.4	3	-2
CS(=O)(=O)c1cccc(-c2nnc(NC(=O)CCS(=O)(=O)c3ccccc3)o2)c1	-1	-5	4	14	-16	0.1	-0.2	9	-2
COc1ccccc1C(=O)NC(=S)Nc1ccc(Cc2ccncc2)cc1	0	8	-8	15	8	0.0	0.2	-10	-3
CCC(=O)N(CCC(Cc1ccccc1)c1ccco1)Cc1ccco1 (stereo not given)	-1	24	-6	-1	0	-0.9	0.6	14	0
O=C(Oc1ccc(-c2nccc(-c3ccccn3)n2)cc1)c1cccc(C(F)(F)F)c1	-6	21	3	-6	23	-0.6	0.8	-7	-5
CCn1c(SCC(=O)N(Cc2ccccc2)C2CCS(=O)(=O)C2)nc2ccccc2c1=O (stereo not given)	-8	-2	3	-60	7	0.7	1.2	13	1
Cc1ccc(S(=O)(=O)c2c(N)n(CC3CCOC3)c3nc4ccccc4nc23)cc1 (stereo not given)	-7	13	-3	-2	7	0.6	2.3	-19	-3
CCOC(=O)N1CCN(C(=O)C[C@@H]2C[C@@]3(C(=O)OCC)CCC=C3N(Cc3ccco3)C2=O)CC1	2	-6	4	/	-2	-0.1	-0.5	-6	-2
Cc1csc(NC(=O)c2ccc(S(=O)(=O)N(C)c3ccccc3)cc2)n1	-7	2	2	-20	2	-1.4	1.4	-1	-9
O=C(NS(=O)(=O)Oc1ccccc1F)OC[C@@H]1CCCN2CCCCC12 (stereo not given in full)	3	-5	-2	13	-4	-0.6	0.0	2	-10
O=C(O)Cc1ccc(OCc2ccc(Cl)nc2)cc1	-13	-5	1	1	-2	0.7	1.7	13	-7
O=C(N/N=C/c1ccc(N2CCOCC2)cc1)c1cccs1	-13	-1	-4	-36	5	-0.3	4.6*	-36	-7
O=C(CSc1nccn(-c2ccc(F)c(Cl)c2)c1=O)NC1CCCC1	3	-5	0	32	2	-0.5	0.6	-6	-1
CC1CC(C)CN(CCCCOc2ccc([N+](=O)[O-])cc2)C1 (stereo not given)	-5	-8	2	6	20	0.1	-0.3	-5	-3
CN(C)CCNc1ncnc2c1sc1nc(N3CCOCC3)c3c(c12)CC(C)(C)SC3	7	7	-8	-14	14	0.0	-0.4	2	-2
COc1ccc(O)c(C=Nc2cc(C)on2)c1	-9	-6	12	9	7	0.1	1.5	-11	1

Among those listed so far, these contain a thiophene ring, fused or not.
SMILES	eLon inh	FAS TE block	MT1-MMP act inh	PABP1 MLLE inh	SKN-1 inh	TbMetRS inhib	MsrA inh	NRP1-CendR mod	bovine MsrA act
O=C(N/N=C/c1ccc(N2CCOCC2)cc1)c1cccs1	-13	-1	-4	-36	5	-0.3	4.6*	-36	-7
CN(C)CCNc1ncnc2c1sc1nc(N3CCOCC3)c3c(c12)CC(C)(C)SC3	7	7	-8	-14	14	0.0	-0.4	2	-2

The listing continues.
SMILES	eLon inh	FAS TE block	MT1-MMP act inh	PABP1 MLLE inh	SKN-1 inh	TbMetRS inhib	MsrA inh	NRP1-CendR mod	bovine MsrA act
O=C(O)c1ccccc1NS(=O)(=O)c1ccc(NN=Cc2ccc(F)cc2)c([N+](=O)[O-])c1	-13	57*	7	-8	-3	-0.1	/	-16	-5
CCOc1ccc(NC(=O)Cc2nnc(SCC(=O)N3CCOCC3)n2C)cc1	-3	-3	1	3	-18	0.1	0.2	-6	-2
COc1ccccc1NC(=O)c1sc2nc(C)cc(C)c2c1N	7	-4	0	12	-8	-0.7	-0.1	5	-3
CCC(C)NC(=O)CSc1nnc(-c2cc(OC)c(OC)c(OC)c2)c(-c2cc(OC)c(OC)c(OC)c2)n1 (stereo not given)	-7	-2	3	5	0	-0.9	0.2	4	-1
CC(=O)c1ccccc1OCc1ccc(S(=O)(=O)Cc2ccccc2)cc1	6	23	-7	-7	22	0.0	-0.2	-3	-4
CCOC(=O)C1=C(N)Oc2cc(O)ccc2C1c1ccc(Br)cc1 (stereo not given)	-2	20	-1	-7	-1	-0.1	-0.1	15	-3
Cc1ccc([N+](=O)[O-])cc1NC(=O)c1ccc(C(C)(C)C)cc1	8	68*	0	5	7	0.0	0.9	4	-1
CCOC(=O)CC1(NC(=O)C2CCC(=O)N(C3CC3)C2)CCCCC1 (stereo not given)	2	-8	1	8	11	-0.6	-0.9	4	-1
CCOC(=O)CN(Cc1sccc1C)C(=O)Nc1ccc(OC)cc1OC	2	-13	2	6	7	-1.0	-0.3	0	-6
Cc1ccc(C(=O)NC2CCN(C(=O)Nc3ccc(F)cc3)CC2)cc1	4	0	3	-4	16	-0.2	-1.4	-3	-2

4 entries from above, reformatted.
SMILES,eLon inh,FAS TE block,MT1-MMP act inh,PABP1 MLLE inh,SKN-1 inh,TbMetRS inhib,MsrA inh,NRP1-CendR mod,bovine MsrA act
CCOC(=O)C1=C(N)Oc2cc(O)ccc2C1c1ccc(Br)cc1 (stereo not given),-2,20,-1,-7,-1,-0.1,-0.1,15,-3
Cc1ccc([N+](=O)[O-])cc1NC(=O)c1ccc(C(C)(C)C)cc1,8,68*,0,5,7,0.0,0.9,4,-1
CC(=O)c1ccccc1OCc1ccc(S(=O)(=O)Cc2ccccc2)cc1,6,23,-7,-7,22,0.0,-0.2,-3,-4
CCOC(=O)CC1(NC(=O)C2CCC(=O)N(C3CC3)C2)CCCCC1 (stereo not given),2,-8,1,8,11,-0.6,-0.9,4,-1

Random excerpt: 5 records from the list
SMILES	eLon inh	FAS TE block	MT1-MMP act inh	PABP1 MLLE inh	SKN-1 inh	TbMetRS inhib	MsrA inh	NRP1-CendR mod	bovine MsrA act
COc1ccccc1NC(=O)c1sc2nc(C)cc(C)c2c1N	7	-4	0	12	-8	-0.7	-0.1	5	-3
CCOc1ccc(NC(=O)Cc2nnc(SCC(=O)N3CCOCC3)n2C)cc1	-3	-3	1	3	-18	0.1	0.2	-6	-2
CCOC(=O)CC1(NC(=O)C2CCC(=O)N(C3CC3)C2)CCCCC1 (stereo not given)	2	-8	1	8	11	-0.6	-0.9	4	-1
Cc1ccc(C(=O)NC2CCN(C(=O)Nc3ccc(F)cc3)CC2)cc1	4	0	3	-4	16	-0.2	-1.4	-3	-2
CCOC(=O)C1=C(N)Oc2cc(O)ccc2C1c1ccc(Br)cc1 (stereo not given)	-2	20	-1	-7	-1	-0.1	-0.1	15	-3

More compounds follow.
SMILES	eLon inh	FAS TE block	MT1-MMP act inh	PABP1 MLLE inh	SKN-1 inh	TbMetRS inhib	MsrA inh	NRP1-CendR mod	bovine MsrA act
CCOC(=O)c1ccccc1NC(=O)COC(=O)CN1C(=O)NC2(CCCC2)C1=O	0	-2	-1	-5	2	-0.4	-0.1	-3	-7
CC(=O)Nc1ccc(SCc2csc(C)n2)cc1	-12	-7	0	19	8	0.1	-0.8	-10	0
Cc1cc(C(=O)N/N=C2\CCCC(C)C2)n[nH]1 (stereo not given)	-1	-4	-6	4	3	0.1	0.0	-4	-1
N#CC/C(N)=N/NC(=O)CCCNc1ncc(C(F)(F)F)cc1Cl	-7	-3	8	6	6	0.0	-0.3	-4	-1
CCOc1ccccc1-c1nc(-c2ccc(NC(=O)Cc3ccccc3OC)cc2)no1	-1	23	-5	-13	-11	-0.9	1.6	-15	-8
Cc1cccc2c1-c1sc(C(=O)Nc3nccs3)cc1CO2	-2	5	-2	-37	7	0.3	0.2	-20	1
CCC1CCCCN1Cc1ccc(OC)c(C)c1C (stereo not given)	6	-9	7	6	5	-0.5	-1.7	8	-1
Nc1c(-c2ccc(Cl)cc2)cnn1-c1cccc(C(F)(F)F)c1	-5	12	4	-3	-20	-0.6	0.8	-6	2
Cc1cc(C)nc(NC(=O)CCN2C(=O)c3ccccc3S2(=O)=O)n1	-5	-7	0	14	-1	-0.1	0.5	-2	-2
O=C(Nc1cccc(S(=O)(=O)NC2=NCCC2)c1)C1CCC1	-3	-5	0	7	8	1.0	-0.5	4	-3
CCc1nccn1C(=O)c1cnn2c(C(F)F)cc(-c3ccc(C)cc3)nc12	0	13	-1	-3	-4	-0.6	4.8*	-14	-9
CCOC1(OCC)OC(c2ccccc2)=C(C#N)C(C=Cc2ccccc2)C1(OCC)OCC (stereo not given)	4	21	-9	2	5	-0.1	0.4	-6	-1
COC(=O)CSc1nnc(CNC(=O)c2ccccc2F)n1-c1ccccc1	10	-2	-1	7	5	-0.1	1.6	-9	-4
CCCCCCN=C(C)C1=C(O)C(C(=O)OC)C(C)(C)CC1=O (stereo not given)	-1	-3	4	-3	-22	-0.8	-0.2	-1	-1
COc1ccc(C(=O)Nc2cc(C)on2)c(OC)c1	1	-4	0	-4	31	-1.1	-0.9	-2	-12
COc1ccc(CNC(=O)C/C(C)=N/NC(=O)Cc2ccc(OC)cc2)cc1	-9	-15	3	-18	-1	-0.1	0.6	1	-1
CN(C(=O)COC(=O)c1ccc(Br)c(S(=O)(=O)N2CCOCC2)c1)C1CCCCC1	-4	2	12	-9	24	0.2	-0.2	6	-3
Cc1ccc(Cl)c(OCC(=O)NCC(c2cccs2)N2CCOCC2)c1 (stereo not given)	-8	1	-4	-5	14	-0.6	-0.8	0	0
